# Compound activity deposited in PubChem BioAssay by National Center for Advancing Translational Sciences (NCATS).
# GCN5L2 inh: inhibitors of human GCN5L2 histone acetyltransferase | Q92830 | GCN5L2 HAT assay, ThioGlo1 CoA-SH fluorescence | Potency, µM (series often up to 58.9 µM), inactives show top-dose activity change, negative = inhibition, hits mostly inhibitors | 0.21% of 390,000 active
#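 Compounds, pin-transferred from DMSO stocks, meet 20nM GCN5L2 for 15 min before the reaction begins with H3(1-25) peptide (75uM) and acetyl-CoA (70uM). Thiol-reactive ThioGlo1 reports CoA release over 20 min at room temperature.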
# N370S GC mod: inhibits or activates N370S mutant glucocerebrosidase. Potency, µM (highest dose often 59.4 µM), for inactives: top-dose activity change, negative = inhibition, actives largely listed as inhibitors. N370S GC spleen homogenate, 4MU-glucoside fluorescence. P04062. AID 2101. 0.092% of 330,000 active;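 further: 0% = full enzyme activity and -100% = no enzyme basal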
# FEN1 inh: inhibitors of human flap endonuclease 1; Potency, µM (top dose mostly 114 µM), for the others: at the highest dose activity change, negative = inhibition, actives largely listed as inhibitors; Recombinant FEN1 flap cleavage, fluorescence, 15 min; AID 588795; 0.35% of 390,000 active; P39748; further: nearly all actives have a fitted effect of over 65% in size
# Target sequence (P39748 whole entry, looked up): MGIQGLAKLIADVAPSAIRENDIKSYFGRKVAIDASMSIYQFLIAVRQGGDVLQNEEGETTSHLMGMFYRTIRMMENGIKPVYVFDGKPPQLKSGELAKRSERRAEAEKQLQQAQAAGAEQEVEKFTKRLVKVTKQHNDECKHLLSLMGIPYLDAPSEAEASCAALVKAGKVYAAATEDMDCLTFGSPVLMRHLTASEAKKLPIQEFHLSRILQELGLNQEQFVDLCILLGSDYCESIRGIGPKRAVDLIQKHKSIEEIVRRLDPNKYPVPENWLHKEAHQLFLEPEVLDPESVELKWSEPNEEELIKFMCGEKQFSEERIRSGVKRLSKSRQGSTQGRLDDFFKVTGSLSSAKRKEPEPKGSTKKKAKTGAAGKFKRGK
#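 Enzyme 10 nM, 15 min RT preincubation with compound; start with substrate 50 nM final; reads at 0 and 15 min; qHTS titration, four-parameter Hill fit.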
# Starred values were filed as active, the others as inactive; u = inconclusive; x = not tested or not shown; & = joins results of further samples; [ ] = another dose, or the depositor's remark. The call rests on the fitted dose curve; in most records, active means well fitted curve in the direction sought with a large enough effect; inconclusive means small, poorly fitted or top-dose-only effect, or another doubt; inactive means no such curve, though single readings can be large; an effect the other way counts as inactive or inconclusive. Unless noted, on the % scale 0 is the no-effect control and ±100 the full control effect; potency means the concentration at half of the fitted maximal effect. These rows are one share of the data; count on the stated rates, not on these rows.
GCN5L2 inh | N370S GC mod | FEN1 inh | molecule
2.6% | -1.3% | u | O=C(O)c1ccc(CSc2nc3ccc(NC(=O)c4ccccc4C(=O)O)cc3s2)cc1
-4.2% | -5.2% | -1.1% | Cc1ccc(C)c2[nH]c(=O)c(CCNC(=O)CCc3ccccc3)cc12
1.1% | -22.9% | -5.4% | O=C(Nn1cnnc1)c1ccccc1Cl
-3.2%&0.0% | -0.4%&-9.2%&-6.3% | -1.0% | Cc1occc(=O)c1O
-7.9% | -3.8% | -2.1% | COc1cccc(CN2CCN(Cc3nc(-c4cccc(F)c4F)oc3C)CC2=O)c1
-1.0% | -10.3% | 18.4% | CCCCc1cc(C)c(S(=O)(=O)c2ccccc2C)c(=O)[nH]1
-3.8% | 11.6% | -18.6% | Cc1ccc(Cc2cnc(N)s2)o1
-0.1% | 19.9% | -2.6% | c1ccc(Cc2nnc(N3CCCCC3)c3ccccc23)cc1
6.6% | 0.4% | -2.0% | C/C(Cl)=C\CSc1nnc2n(N)c(=O)c3ccccc3n12
-1.7% | -2.4% | -0.4% | CCOC(=O)Cc1csc(NC(=O)CSc2nnc(C3CC3)n2C)n1
-6.3% | 7.1%[12.8 µM] | 3.0% | Cc1ccnc(NC(=O)c2cccc(NC(=O)COc3ccccc3)c2)c1
-2.9% | -2.4% | 0.0% | CCOC(=O)c1c(NC(=S)Nc2ccc(Cl)cc2)sc2c1CCN(C)C2
-8.0% | -5.6% | -29.0% | COCCCn1c(SCc2ccc(OC)cc2)nc2cc(OC)c(OC)cc2c1=N
-5.4% | u | -10.0% | COc1ccc2c(c1)O/C(=C\c1sccc1C)C2=O
7.2% | x | 18.9% | NC(=O)C1CCN(S(=O)(=O)c2ccc(N3CCCCS3(=O)=O)cc2)CC1
-2.3% | -4.1% | -4.0% | COc1ccc2c(c1)C(C)=CC(C)(C)N2S(=O)(=O)c1ccc(NC(C)=O)cc1
-4.7% | -0.2% | -2.7% | CCN(CC)S(=O)(=O)c1ccc(C(=O)N(c2ccccc2)C2C=CS(=O)(=O)C2)cc1 (stereo not given)
0.5% | 10.4% | 5.8% | COCCCNCCCCOc1ccc(Br)cc1C
1.9% | x | 4.7% | CCOC(=O)C1CCCN(S(=O)(=O)c2ccc3[nH]c(=O)ccc3c2)C1 (stereo not given)
-1.2% | 0.5% | -1.5% | O=C(CSc1nnc(NC(=O)c2c(F)cccc2Cl)s1)Nc1ccccc1F
-6.2% | x | 16.5% | COc1ccc(CNC(=O)CCNS(=O)(=O)c2ccc3c(c2)CCCC(=O)N3)cc1
0.8% | -16.7% | 13.2% | CCCCNC1C(CC)C(CCC)C(C#N)(C#N)C1(C#N)C#N (stereo not given)
0.3% | -6.3% | 6.0% | CC(OC(=O)Cn1c(C(F)(F)F)nc2ccccc21)C(=O)N1CCCc2ccccc21 (stereo not given)
-4.8% | -6.6% | x | CC(=O)N1CCC2(CCCN(c3ccc(-c4ccccc4)cc3)C2)CC1
-4.2% | -0.5% | -5.1% | COCCCN1C(=O)C2C(C(=O)Nc3cccc(Cl)c3)C3C=CC2(O3)C1C(=O)NC1CCCCC1 (stereo not given)

# Arranged by value in N370S GC mod (high to low): 3 from the list above
GCN5L2 inh | N370S GC mod | FEN1 inh | molecule
-0.1% | 19.9% | -2.6% | c1ccc(Cc2nnc(N3CCCCC3)c3ccccc23)cc1
-1.7% | -2.4% | -0.4% | CCOC(=O)Cc1csc(NC(=O)CSc2nnc(C3CC3)n2C)n1
0.3% | -6.3% | 6.0% | CC(OC(=O)Cn1c(C(F)(F)F)nc2ccccc21)C(=O)N1CCCc2ccccc21 (stereo not given)

# Going on with the list:
GCN5L2 inh | N370S GC mod | FEN1 inh | molecule
-12.5% | -6.9% | -22.6% | O=C(CCOc1ccccc1)OCC(=O)c1cc2ccccc2o1
-2.2% | 2.8% | 3.2% | Cc1nc2ccccn2c1C(=O)NN=C1CCN(C)CC1
-3.7% | x | -19.9% | CCOC(=O)c1c(NC(=O)COc2ccccc2Br)sc2c1CCCCC2
-0.7% | 0.8% | -9.7% | CCOC(=O)C1CCN(S(=O)(=O)c2cccc3nonc23)CC1
-0.2% | -17.6% | -2.2% | CCOc1ccc(CCNC(=O)C2CCN(S(=O)(=O)c3ccc(C)cc3)CC2)cc1OCC
-2.2% | -13.4% | -2.9% | Cn1cc([N+](=O)[O-])cc1-c1nc2ccccc2n1C
-2.6% | -18.2% | 2.3% | COc1cccc(C2/C(=C(\O)c3ccc4c(c3)OCCO4)C(=O)C(=O)N2c2nnc(C)s2)c1 (stereo not given)
-8.2% | -3.2% | -5.5% | C=CCN(CC=C)S(=O)(=O)c1ccc2nc(NC(=O)C(C)C)sc2c1
-4.6% | x | -3.3% | COc1ccc(-c2c(C)nn3c(C(F)(F)F)cc(-c4ccc(Br)cc4)nc23)cc1
1.3% | x | -3.2% | O=C(COC(=O)c1cc(S(=O)(=O)N2CCOCC2)ccc1F)NCc1ccc2c(c1)OCO2
0.8% | x | -1.6% | CC(C)N1C(=O)C(O)(c2c[nH]c3ccccc23)c2ccccc21 (stereo not given)
-0.3% | 5.5% | 2.3% | O=C(COc1ccc(S(=O)(=O)N2CCCCC2)cc1Cl)N1CCOCC1
1.2% | -13.2% | 9.7% | Cc1cc(NS(C)(=O)=O)c(=O)n(Cc2cccc(F)c2)c1
-14.4% | 3.8% | -1.1% | Cc1ccc(-c2noc(CCCc3ccccc3)n2)cc1
1.7% | -13.1% | 4.3% | Cc1cc(NC(=O)c2ccc(Br)c([N+](=O)[O-])c2)no1
-1.0% | -14.8% | 1.0% | COc1cc(OC)cc(N(C(=O)CNC(=O)c2cccs2)C(C(=O)NCC2CCCO2)c2ccccc2)c1 (stereo not given)
-5.4% | x | -3.5% | CCOc1ccc(C2C(=O)N(C3CCCCC3)CC(=O)N2CCC2=CCCCC2)cc1OC (stereo not given)
-3.5% | x | 24.2% | CCOC(=O)CNC(=O)c1cc2c(=O)n3cccc(C)c3nc2n1C
-7.7% | x | -18.2% | COc1ccc(NC(=O)Nc2cccc3c2O[C@H](CN(C)S(=O)(=O)c2c(C)noc2C)[C@@H](C)CN([C@H](C)CO)C3=O)cc1
-6.2% | u | -12.1% | Cc1ccc(Nc2nnc(SCc3cc(=O)n4ccsc4n3)s2)c(C)c1
u | -9.2% | -9.6% | COc1ccc(/C(N)=N/OC(=O)c2ccc3c(c2)OCO3)cc1OC
2.0% | x | 17.4% | CCCN=C1N(C)C[C@@H]2[C@@H]3C(=O)N(C)C(=O)[C@@H]3[C@](CC)(C(=O)OC)N12
4.0% | -21.8% | 10.8% | Cc1cc(OCCOCCN(C)C)ccc1Cl
-8.1% | u | -17.7% | Cc1cccc(N2CCN(C(=O)CN(C)S(=O)(=O)c3ccc4c(c3)CCC(=O)N4)CC2)c1C
-1.1% | 3.3% | -8.8% | O=[N+]([O-])c1nn(-c2ccc3c(c2)OCCO3)n(O)c1=NCc1ccc(F)cc1

# (listing goes on)
GCN5L2 inh | N370S GC mod | FEN1 inh | molecule
25.6% | x | 17.1% | CCN1CCN(c2ncc3c(n2)CCN(Cc2ccccc2C)C3)CC1
-0.8% | x | -18.9% | CCc1ccc(NS(=O)(=O)c2ccc3[nH]cc(C(=O)NCc4ccc(C)cc4)c(=O)c3c2)cc1
-12.3% | 1.9% | u | FC(F)(F)c1ccc(/C=N/n2c(COc3ccccc3)n[nH]c2=S)cc1
-4.1% | -4.0% | 4.9% | CS(=O)(=O)Nc1ccccc1C(=O)NCCSc1ccccc1
-16.0% | -2.0% | 7.7% | Cc1ccc(-n2c(Cc3noc4ccccc34)n[nH]c2=S)cc1
1.3% | x | -16.1% | Cn1nc(-c2ccccc2F)c2cc(C(=O)NCc3cccc(Cl)c3)sc21
-17.3% | -4.2% | -1.8% | CN(C)S(=O)(=O)c1cccc(NC(=O)COC(=O)c2cccn2C)c1
-2.5% | 1.3% | -6.3% | Cc1ccc(N2CC(C(=O)NC3CC3)CC2=O)cc1Cl (stereo not given)
-19.6% | -5.4% | 4.3% | Brc1ccccc1-c1nnc2sc(-c3ccc4c(c3)OCCO4)nn12
-8.7% | x | 11.7% | O=C(NC1CC1)c1ccc(Cn2c(SCc3cccc(F)c3)nc3cccnc32)cc1
-9.2% | -9.4% | -7.7% | CNC(=O)/C(=C\c1cccc(Oc2ccccc2)c1)NC(=O)c1ccccc1
-0.4% | 0.5% | -10.1% | COc1ccc(NC(=O)N2CCCCC2c2cccnc2)cc1 (stereo not given)
-0.3% | 19.0% | 12.1% | Cc1ccc(Sc2sc(=O)n(C)c2S(=O)(=O)c2ccc(C)cc2)cc1
3.8% | -9.5% | 0.5% | CCC1(C)Cc2c(sc3c2c(=O)n(C)c2nnc(SCc4ccccc4)n32)CO1 (stereo not given)
-7.3% | x | -6.0% | CCOc1ccc(CCNC(=O)c2ccc3nc(N4CCC(C)CC4)sc3c2)cc1OCC
-0.1% | x | -1.3% | COc1ccc(CCNC(=O)c2cccc(S(=O)(=O)NC(C)c3ccccc3)c2)cc1 (stereo not given)
-2.6% | -3.1% | -2.7% | Cc1ccc(N=C(N(C)C)P(=O)(N(C)C)N(C)C)c(C)c1
2.8% | x | 12.5% | Cc1cccc(N2CCN(S(=O)(=O)c3cn(C)c(C)n3)CC2)c1C
-8.9% | 12.2% | -12.7% | COc1ccc(OC)c(C(=O)NC2CCSc3ccccc32)c1 (stereo not given)
1.6% | 13.5% | 7.4% | N#Cc1ccccc1NC(=O)c1ccc(-c2ccccc2Cl)o1
-11.2% | -3.2% | 4.1% | CCOc1c(Cl)cc(CNCc2ccccn2)cc1OC
-4.1% | x | -27.1% | COc1ccccc1C(=O)Nc1ccc(NC(=O)c2cccs2)cc1
-5.4% | 0.0% | -6.5% | COc1ccc(/C(C)=N\NC(=O)CNC(=O)C(c2ccccc2)c2ccccc2)cc1OC
-0.1% | 0.6% | -1.6% | O=C(CN1C(=O)NC2(CCc3ccccc32)C1=O)NCc1ccc(F)cc1 (stereo not given)
-0.5% | 0.6% | 0.0% | COc1cc(C(=O)OCCNC(=O)c2ccncc2)cc(OC)c1OC

# Compounds listed so far containing a furan ring, fused or not, in the order listed:
GCN5L2 inh | N370S GC mod | FEN1 inh | molecule
-3.8% | 11.6% | -18.6% | Cc1ccc(Cc2cnc(N)s2)o1
-12.5% | -6.9% | -22.6% | O=C(CCOc1ccccc1)OCC(=O)c1cc2ccccc2o1
1.6% | 13.5% | 7.4% | N#Cc1ccccc1NC(=O)c1ccc(-c2ccccc2Cl)o1

# 2 entries picked at random from the list so far, as already listed:
GCN5L2 inh | N370S GC mod | FEN1 inh | molecule
-2.6% | -18.2% | 2.3% | COc1cccc(C2/C(=C(\O)c3ccc4c(c3)OCCO4)C(=O)C(=O)N2c2nnc(C)s2)c1 (stereo not given)
-5.4% | u | -10.0% | COc1ccc2c(c1)O/C(=C\c1sccc1C)C2=O

# Remaining list, next part:
GCN5L2 inh | N370S GC mod | FEN1 inh | molecule
-7.0% | -10.0% | 3.5% | CN1C(=S)SC(N(O)C(=O)Nc2cccc3ccccc23)C1(C)C (stereo not given)
-3.7% | 1.0% | 2.0% | CCOC(=O)C1=C(COC(=O)COc2ccc(C(C)=O)cc2)NC(=O)NC1C (stereo not given)
-2.4% | 1.4% | -10.2% | O=C(CSc1nc2c(sc3ccccc32)c(=O)n1CCO)NCC1CCCO1 (stereo not given)
-25.4% | -7.1% | 16.6% | COc1ccc(/C(=N/OC(C)=O)c2nccc3cc(OC)c(OC)cc23)cc1OC
-2.1% | x | 4.3% | CC(=O)Nc1ccc(NC(=O)CC(C)n2ccc(C)n2)cc1 (stereo not given)
2.4% | 12.8% | 1.5% | O=C1CCCN1CC1CCN(Cc2nc(CC3CC3)no2)CC1
2.7% | -8.8% | -4.7% | O=C(Nc1cccc(Cl)c1N1CCOCC1)c1ccc([N+](=O)[O-])o1
12.7% | 3.8% | 6.6% | Cc1ccc(CS(=O)(=O)CCC(=O)NCc2cccs2)cc1
1.7% | -2.1% | -4.7% | Cc1ccc(C2=NS(=O)(=O)N(C)C(C(=O)NC3CCCCC3)=C2)cc1
-7.2% | 4.9% | -2.7% | Cn1c(=O)cc(SCC(=O)Nc2cccnc2)c2ccccc21
-16.4% | -3.6% | 21.2% | COc1ccc(-c2cc3c(=O)n(CC(=O)N4CCN(C)CC4)ncn3n2)cc1
-4.5% | -17.4% | -1.1% | COC(=O)c1ccc(C2C3=C(Nc4nnnn42)c2ccccc2OC3)cc1 (stereo not given)
-8.7% | 4.9% | 1.7% | O=C(CSc1nnc2ccccn12)NCCc1ccc(Cl)cc1
-5.4% | -0.2% | -13.4% | Cc1ccc(C(=O)Nc2c(-c3cccs3)c(=O)c3ccccc3n2C)cc1
-2.6% | -7.5% | -20.9% | COc1ccccc1N1CCN(C(=O)c2cc3cc(F)ccc3[nH]2)CC1
-9.2% | 7.08µM* | x | Cc1cccc(CNc2ccnc(-c3ccccc3Cl)n2)c1
-15.9% | 8.0% | -1.3% | CC1(C)OC(C)(C)/C(=C/Nc2ccc(O)cc2)C1=O
